# 14-3-3 PPI = alters human 14-3-3 gamma binding to Raf peptide. P61981. FP, 14-3-3gamma / TMR-pS259-Raf peptide binding. inhibition, % at 40 µM. 160,000 tested, 0.19% active. AID 422; in the data active means inhibition above about 30%;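 further: 0% = protein plus tracer without compound and 100% = blank with tracer alone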
# Target sequence (P61981 whole entry, looked up): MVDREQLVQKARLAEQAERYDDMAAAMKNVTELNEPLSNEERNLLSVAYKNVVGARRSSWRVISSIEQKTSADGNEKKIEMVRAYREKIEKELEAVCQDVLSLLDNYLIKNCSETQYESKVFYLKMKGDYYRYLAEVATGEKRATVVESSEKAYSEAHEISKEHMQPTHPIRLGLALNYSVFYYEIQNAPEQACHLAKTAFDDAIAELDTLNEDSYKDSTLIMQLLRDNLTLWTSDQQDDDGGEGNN
# The depositor's hits bear a star; & = joins results of further samples.
compound	14-3-3 PPI
COc1cccc(OCC(O)CN2CCN(c3ccccc3)CC2)c1 (stereo not drawn)	4.8
COc1cc2[nH]c(=S)n(CCC(=O)N3CCC(C)CC3)c(=O)c2cc1OC	-8.8
CC1=C(C(=O)Nc2ccc(F)cc2)C(c2ccc(O)cc2)NC(=O)N1 (stereo not drawn)	-3.0
O=C(O)c1cccc(-n2cccc2/C=N/O)c1	2.5
CCC(NS(=O)(=O)c1ccc(Cl)c(OC)c1)C12CC3CC(CC(C3)C1)C2 (stereo not drawn)	-14.2
C(=NC12CN3CN(CN(C3)C1)C2)c1ccc2c(c1)OCO2	-10.3
Cc1c(N=Cc2ccc(C(C)C)cc2)c(=O)n(-c2ccccc2)n1C	-1.2
CC(C)CSc1nc2c(c(=O)[nH]c(=O)n2C)n1CCc1ccccc1	-2.2&-3.4
CCN1C(=O)c2cccc3c(NC(=O)c4ccc(C)cc4)ccc1c23	-18.5
CCC(C(=O)NCc1ccc(C)cc1)n1c(=O)n(-c2cccc(C(F)(F)F)c2)c(=O)c2sccc21 (stereo not drawn)	-1.7
COc1ccc(OCc2nc3ccccc3n2CCC(C)C)cc1	-6.4
CN(c1ccccc1)C(C(=O)Nc1ccc2c(c1)OCCO2)c1ccccc1 (stereo not drawn)	-2.9
CCc1ccc(OCC(=O)Nc2ncc3c(n2)CC(C)(C)CC3=O)cc1	-3.8
O=C(NCCCN1CCOCC1)c1cc(-c2ccccc2)nc2ccccc12	-4.0
CCOC(=O)C1=C(C)NC2=C(C(=O)CC(c3ccc(OC)c(OC)c3)C2)C1c1ccc(Br)cc1 (stereo not drawn)	-2.9
COc1cc2c(C(=O)Nc3ccc(Br)cc3C)cn(CC(C)C)c(=O)c2cc1OC	0.1
Cc1cccc([N+](=O)[O-])c1NCc1ccc(N(C)C)cc1	1.3
O=C(O)C(Cc1c[nH]c2ccccc12)NS(=O)(=O)c1ccc(Br)cc1 (stereo not drawn)	-9.4
O=C(NCc1n[nH]c(=S)n1-c1ccc(F)cc1)c1ccc(S(=O)(=O)N2CCCC2)cc1	-7.2
COc1ccc(S(=O)(=O)c2cc(NS(=O)(=O)c3ccc(Cl)cc3)cc(C(C)C)c2O)cc1	-6.0
COC(=O)c1ccccc1NC(=O)Nc1cccs1	-16.5
Cc1ccc2[nH]c(=O)c(CN(Cc3ccccc3)Cc3nnnn3C3CCCC3)cc2c1	-3.8
C=CCn1c(N(C)Cc2ccccc2)nc2c1c(=O)[nH]c(=O)n2C	-8.9
COc1cc2c(cc1OC)C(COc1ccccc1OC)N(C(=O)c1cccc([N+](=O)[O-])c1C)CC2 (stereo not drawn)	-10.9
CCC(Sc1ncnc2c1sc1ccccc12)C(=O)N(CC)CC (stereo not drawn)	-5.2
COC(=O)C1=CN(Cc2ccc(F)cc2)C=C(C(=O)OC)C1c1ccc(C(C)C)cc1	4.3
Cn1cccc1Cc1nnc(SCC(=O)Nc2ccc3c(c2)OCO3)n1CCc1ccccc1	0.5
Cc1ccc(C(=O)CSc2nc3ccccc3c(=O)n2-c2ccccc2)cc1	1.4
O=C(CSc1nnc(-c2ccccc2)o1)Nc1nccs1	-3.4
CC(C)c1c(O)nc(SCCN(C)C)[nH]c1=O	0.2&-4.1

# An excerpt of these results, as labelled records:
mol: Cn1cccc1Cc1nnc(SCC(=O)Nc2ccc3c(c2)OCO3)n1CCc1ccccc1
- 14-3-3 PPI = 0.5

mol: CC1=C(C(=O)Nc2ccc(F)cc2)C(c2ccc(O)cc2)NC(=O)N1 (stereo not drawn)
- 14-3-3 PPI = -3.0

mol: C(=NC12CN3CN(CN(C3)C1)C2)c1ccc2c(c1)OCO2
- 14-3-3 PPI = -10.3

# Returning to the listing, starting 7 compounds before the break.
compound	14-3-3 PPI
COc1cc2c(cc1OC)C(COc1ccccc1OC)N(C(=O)c1cccc([N+](=O)[O-])c1C)CC2 (stereo not drawn)	-10.9
CCC(Sc1ncnc2c1sc1ccccc12)C(=O)N(CC)CC (stereo not drawn)	-5.2
COC(=O)C1=CN(Cc2ccc(F)cc2)C=C(C(=O)OC)C1c1ccc(C(C)C)cc1	4.3
Cn1cccc1Cc1nnc(SCC(=O)Nc2ccc3c(c2)OCO3)n1CCc1ccccc1	0.5
Cc1ccc(C(=O)CSc2nc3ccccc3c(=O)n2-c2ccccc2)cc1	1.4
O=C(CSc1nnc(-c2ccccc2)o1)Nc1nccs1	-3.4
CC(C)c1c(O)nc(SCCN(C)C)[nH]c1=O	0.2&-4.1
COc1ccc(CCNS(=O)(=O)c2cccc(S(=O)(=O)N3CCCC3)c2)cc1OC	-5.2
COC(=O)c1cccc(NC(=O)CSc2ncn[nH]2)c1	-1.5
CCC(C)NC(=O)C1CCN(S(C)(=O)=O)CC1 (stereo not drawn)	-0.9
COc1ccc2[nH]c(C)c(CN(C)Cc3ccccc3)c(=O)c2c1	-7.0
CC(NC1=CC(=O)OC12CCCCC2)c1ccccc1 (stereo not drawn)	-5.9
C=C(Cl)COc1ccc2c(CC)cc(=O)oc2c1	-4.1
O=S(=O)(c1ccc(Cl)cc1)c1nc(-c2cccc(Br)c2)oc1N1CCOCC1	4.8
NS(=O)(=O)c1ccc(NC(=O)c2ccccc2C(=O)N2CCCCC2)cc1	-7.9
O=C(Nc1nc(-c2ccccc2)cs1)C1c2ccccc2Oc2ccccc21	-14.2
COc1ccc(N2C(=O)CCC(C(=O)N3CCN(c4cccc(Cl)c4)CC3)C2c2ccc(F)cc2)cc1 (stereo not drawn)	-2.6
COc1ccc(C(c2c(C)[nH][nH]c2=O)C(C#N)C#N)cc1 (stereo not drawn)	-7.5
CSc1ccc(-c2nc(CSCC(=O)O)c(C)o2)cc1	-19.1
COC(=O)c1cccc(NCN2C(=O)c3ccccc3C2=O)c1	-2.4
CCSCCOC(=O)C1=C(C)NC2=C(C(=O)CCC2)C1c1cc([N+](=O)[O-])ccc1Cl (stereo not drawn)	1.9
Fc1ccc(C(c2ccc(F)cc2)N2CCN(C/C=C/c3ccccc3)CC2)cc1	-4.7&-4.3
CCCCc1nc2sc3c(N4CCCC4)ncnc3c2c2c1COC(C)(C)C2	-0.6
CCc1ccc(CNC(=O)C2CC(=O)N(CCc3ccccc3)C2)cc1 (stereo not drawn)	-0.6
Cc1cc(O)c2c(=O)c(-c3csc(C)n3)c(C(F)(F)F)oc2c1	-1.6
CCOc1ccc(N2CCn3c2nc2c3c(=O)n(CCc3ccccc3)c(=O)n2C)cc1	-3.9
COc1cc([N+](=O)[O-])c2[nH]c(C(=O)O)c(CCNC(C)=O)c2c1	-8.4
O=C(CN(Cc1ccccc1)S(=O)(=O)c1ccc(Cl)cc1)N1CCOCC1	7.8
Cc1ccc(-c2nnc(N3CCCCC3)c3ccccc23)cc1S(=O)(=O)N1CCN(C)CC1	-3.0&6.1
COc1ccc(C2CC(=O)c3cnc(N4CCN(Cc5ccccc5)CC4)nc3C2)cc1 (stereo not drawn)	0.7
O=C(Cn1c(NCCCO)nc2ccccc21)c1ccc(Br)cc1	-4.5&-0.2
COc1cccc(C(=O)NC(C)C(c2cccs2)N2CCN(C)CC2)c1 (stereo not drawn)	-10.9
COCC(=O)NC1CC2CCCC(C1)N2Cc1ccccc1 (stereo not drawn)	-7.9
CN(c1ccccc1)S(C)(=O)=O	1.0
CCN(CC)c1ccc(NC(=O)C2CCCN(S(=O)(=O)c3cnc[nH]3)C2)c(C)c1 (stereo not drawn)	-5.3
CC(=O)SCC(=O)N=c1sc2cc(F)ccc2n1C	-5.9
Cc1ccc(-c2ccc(CCC(=O)O)n2-c2ccc(C)cc2C)cc1	-31.1
CCc1cc2c(NCCO)ncnc2s1	-8.4
COCCN1C(=O)C(=O)/C(=C(/O)c2ccccc2)C1c1cccc(F)c1 (stereo not drawn)	-7.8
COc1ccc(S(=O)(=O)N2CCC(C(N)=O)CC2)cc1C	-5.3
OCc1nc2ccccc2n1CCCOc1ccc(Br)cc1	2.4
CN(CCC#N)C(=O)CSc1ncnc2sc(-c3ccccc3)cc12	-17.5
O=C(CSc1nc2ccccc2c(=O)n1CCCN1CCCCC1)Nc1ccccc1Cl	-2.8
Cc1ccc(C)c(Cn2nnc3c(=O)[nH]c(C4CCCN(C(=O)C5CCC5)C4)nc32)c1 (stereo not drawn)	-8.4
CCOC(=O)c1cnc2c(C)cc(Cl)cc2c1NC(C)c1ccccc1 (stereo not drawn)	-13.6
Cc1ccc(Nc2cc(C(=O)N3CCCC3)c3ccccc3n2)cc1C	-8.5
O=C(O)C1CCCN1S(=O)(=O)c1ccc(Cl)c(Cl)c1 (stereo not drawn)	1.2
Cc1cccc(C)c1OCC(=O)Nc1ccc(-c2nc3ccccc3[nH]2)cc1	-0.2
C=CCn1c2ccccc2n2nc(C)c(=O)nc12	-2.2
CC(C)(C)c1ccc(C(=O)NCc2ccccn2)cc1	-2.6
COc1cccc2cc(C(=O)n3ccc(C)n3)c(=O)oc12	-10.3
COc1cccc(NC(=O)CSc2nnc(Cc3cccn3C)n2-c2ccc(F)cc2)c1	-6.0
Cc1cc(=O)oc2c(CN3CCCC3)c(O)ccc12	-8.2
O=c1oc2ccccc2c2c1ncn2CCN1CCOCC1	8.8
CC1CCCCN1CCNS(=O)(=O)c1cccc2cccnc12 (stereo not drawn)	-13.7
Cc1sc2ncnc(NCC(c3ccco3)N(C)C)c2c1C (stereo not drawn)	-9.6
COc1cc(C(=O)N2c3ccccc3NC3=C(C(=O)CC(C)(C)C3)C2c2ccc(Cl)cc2)cc(OC)c1OC (stereo not drawn)	-10.6
O=C(O)c1ccc2c(c1)N(Cc1ccc(Cl)cc1)C(=O)c1ccccc1S2	-7.3
Clc1ccc(-n2ncc3c(NC(c4ccccc4)c4ccccc4)ncnc32)cc1	-7.4
COc1ccc2nc3oc(C(=O)N4CCCC(C)C4)cc3cc2c1 (stereo not drawn)	-6.6
CCc1ccc(OCCCCn2ccnc2)cc1	-5.1
CCC(Sc1nncn1C)C(=O)Nc1nnc(-c2ccccc2Cl)s1 (stereo not drawn)	-2.0
C=CCOc1c(OC)cc(Cl)cc1C1NC(=O)NC(C)=C1C(C)=O (stereo not drawn)	-2.0
COc1ccc2cc(C(=O)NC(C)=O)c(=Nc3ccccc3)oc2c1	-0.3
N#Cc1cc([N+](=O)[O-])ccc1NCCn1c(=S)[nH]c2ccc(F)cc2c1=O	-9.8
COc1ccccc1N=C1SC(C)CN1C(=O)C1CCC1 (stereo not drawn)	-5.7
CC(NC(=O)c1cnc2n(c1=O)CCS2)c1ccccc1 (stereo not drawn)	-9.4&-3.3

# Following part
mol	14-3-3 PPI
Cc1ccc(C)c(NC(=O)c2ccc(Br)cc2)c1	-6.0
O=C(Nc1ccc(F)cc1F)c1cc(-c2ccco2)on1	-24.9
O=C(CCC1N=C2c3ccccc3N=C(SCc3ccc([N+](=O)[O-])cc3)N2C1=O)NC1CCCCC1 (stereo not drawn)	4.0
CCN1C(=O)c2cccc3c(NC(=O)c4cc([N+](=O)[O-])ccc4Cl)ccc1c23	9.8
COc1ccc(OC)c(Nc2nc(-c3ccc(OC)c(OC)c3)cs2)c1	1.1
Cc1sc2ncn(CC(=O)NCCC3=CCCCC3)c(=O)c2c1S(=O)(=O)N1CCN(C)CC1	-6.0
Cc1ccc(N2C(=O)c3ccccc3C2=O)cc1Cl	-7.1
COc1cc(CNc2ccccc2SC)ccc1O	4.5
O=C(Nc1nnc(COc2ccc(Cl)cc2)s1)C1CCCCC1	0.3
COc1ccc(S(=O)(=O)NCc2ccco2)cc1C(=O)O	0.9
COCCOC(=O)C1=C(C)NC2=C(C(=O)CCC2)C1c1cccc(Cl)c1 (stereo not drawn)	0.3
O=C(c1c(F)cccc1F)N1CCC(O)(c2cccnc2)CC1	-8.1
CN1CCc2c(sc3ncn4nc(-c5ccccc5O)nc4c23)C1	-52.4
O=C(CSc1nnc2sc3ccccc3n12)Nc1ccc(Cl)c(C(F)(F)F)c1	3.1
CC1=C(C(=O)OCc2ccccc2)C(c2cccc(O)c2)C2=C(CC(c3ccccc3)CC2=O)N1 (stereo not drawn)	-5.1
COc1ccc(NC(=O)CSc2cc(=O)n(C)c3ccccc23)cc1OC	-9.1
CC(=O)Oc1ccc(-c2cccc(C(=O)Nc3ccc(C(F)(F)F)cc3Cl)c2)cc1	-4.9
COc1cc(-c2c(C#N)c(N)nc3c2CCCC3)ccc1O	4.1
Cc1noc(C)c1COC(=O)c1cc(=O)[nH]c2ccccc12	0.7
CCC(=O)N1CCc2cc(Br)cc(S(=O)(=O)N3CCCC(C(=O)Nc4ccc(C)c(Cl)c4)C3)c21 (stereo not drawn)	-5.0
COc1ccccc1Nc1nc(C2(C)CC(CC(C)C)C(=O)O2)cs1 (stereo not drawn)	-6.9
Cc1ccc(N=C2SC(C(=O)Nc3ccc(Br)cc3)CC(=O)N2C)cc1Cl (stereo not drawn)	-18.5
Cc1ccc(C2NC(=O)NC(O)(C(F)(F)F)C2C(=O)c2ccc(Cl)cc2)cc1 (stereo not drawn)	-5.7
O=C(OCCN1C(=O)c2cccc3c(N4CCCCC4)ccc(c23)C1=O)c1cccc(Br)c1	-11.3
CCSc1nnc2c(n1)OC(c1ccc(OC)c(Br)c1)Nc1ccccc1-2 (stereo not drawn)	1.4
COc1cc(C2c3c(oc4c(C)cc(C)cc4c3=O)C(=O)N2Cc2cccnc2)cc(OC)c1OC (stereo not drawn)	-2.0
Cc1cc(Cl)ccc1N=Cc1c(O)cc(C)c(Cl)c1C	-37.2
Cc1cc(C)n2c(Nc3ccc4c(c3)OCCO4)c(-c3cccs3)nc2n1	-16.9
O=C(CN(c1ccc(F)cc1)S(=O)(=O)c1ccc2c(c1)OCCO2)NCC1CCCO1 (stereo not drawn)	4.4
CCOC(=O)C(CC)Sc1nc2c(cnn2-c2ccc(C)c(C)c2)c(=O)[nH]1 (stereo not drawn)	15.7
CCN1CCN(CCCNC2CC(=O)N(c3ccc(F)cc3)C2=O)CC1 (stereo not drawn)	-23.9
CC1CCCC(NC(=O)C2(C)CCC(=O)N2Cc2ccccc2Cl)C1C (stereo not drawn)	-12.2
Cc1cc(C)c(-n2c(O)c(C=NCCN3CCOCC3)c(=O)[nH]c2=O)c(C)c1	-0.1
C=CCOc1ccc2c(C)c(CCCCC)c(=O)oc2c1	0.5
CCOC(=O)c1cnc2ccc(OCC)cc2c1NCCc1ccccc1	4.6
CCc1nc(SCC(=O)Nc2ccc3c(c2)OCCO3)c2oc3ccccc3c2n1	-3.8

# Source: PubChem BioAssay

# This is a subset, so the mix of outcomes need not match the whole.
